# Compound activity: PubChem, National Center for Advancing Translational Sciences (NCATS)
# Nrf2 inh = Nrf2 qHTS screen for inhibitors; A549 ARE-Fluc reporter, luciferase luminescence, 18-24 h; Potency, µM (doses to about 46 µM), without a hit: at the top dose activity change, negative = inhibition, hits mostly inhibitors; 360,000 compounds, 2.1% hits; AID 504444, 2011; note: potency is the fitted concentration of half-maximal effect; % is set by controls: 0 for no effect and ±100 for the full control effect; nearly all actives have a fitted effect of over 60% in size
#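 Nrf2 activity is the BugLite luminescence, read 15 min after reagent at room temperature, following CellTiter-Fluor cytotoxicity readout (30 min, 37C). Compound titrations were applied for 18-24 h to 5000 A549 ARE_Fluc cells/well in 5% FBS OPTI-MEM.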
# EPAC2 ag = qHTS for Agonist of cAMP-regulated guanine nucleotide exchange factor 4 (EPAC2): primary screen; Rap guanine nucleotide exchange factor 4 (Homo sapiens), Q8WZA2; EPAC2 activation, biochemical qHTS; response scale: 100% = 6.5 mM cAMP response; Potency, µM (doses to about 154 µM), inactives show top-dose activation, actives largely listed as activators; AID 720711, 2013; 360,000 compounds, 0.079% hits; note: potency is the fitted concentration of half-maximal effect; nearly all actives have a fitted effect of over 50% in size
# Target sequence (Q8WZA2 whole entry, looked up): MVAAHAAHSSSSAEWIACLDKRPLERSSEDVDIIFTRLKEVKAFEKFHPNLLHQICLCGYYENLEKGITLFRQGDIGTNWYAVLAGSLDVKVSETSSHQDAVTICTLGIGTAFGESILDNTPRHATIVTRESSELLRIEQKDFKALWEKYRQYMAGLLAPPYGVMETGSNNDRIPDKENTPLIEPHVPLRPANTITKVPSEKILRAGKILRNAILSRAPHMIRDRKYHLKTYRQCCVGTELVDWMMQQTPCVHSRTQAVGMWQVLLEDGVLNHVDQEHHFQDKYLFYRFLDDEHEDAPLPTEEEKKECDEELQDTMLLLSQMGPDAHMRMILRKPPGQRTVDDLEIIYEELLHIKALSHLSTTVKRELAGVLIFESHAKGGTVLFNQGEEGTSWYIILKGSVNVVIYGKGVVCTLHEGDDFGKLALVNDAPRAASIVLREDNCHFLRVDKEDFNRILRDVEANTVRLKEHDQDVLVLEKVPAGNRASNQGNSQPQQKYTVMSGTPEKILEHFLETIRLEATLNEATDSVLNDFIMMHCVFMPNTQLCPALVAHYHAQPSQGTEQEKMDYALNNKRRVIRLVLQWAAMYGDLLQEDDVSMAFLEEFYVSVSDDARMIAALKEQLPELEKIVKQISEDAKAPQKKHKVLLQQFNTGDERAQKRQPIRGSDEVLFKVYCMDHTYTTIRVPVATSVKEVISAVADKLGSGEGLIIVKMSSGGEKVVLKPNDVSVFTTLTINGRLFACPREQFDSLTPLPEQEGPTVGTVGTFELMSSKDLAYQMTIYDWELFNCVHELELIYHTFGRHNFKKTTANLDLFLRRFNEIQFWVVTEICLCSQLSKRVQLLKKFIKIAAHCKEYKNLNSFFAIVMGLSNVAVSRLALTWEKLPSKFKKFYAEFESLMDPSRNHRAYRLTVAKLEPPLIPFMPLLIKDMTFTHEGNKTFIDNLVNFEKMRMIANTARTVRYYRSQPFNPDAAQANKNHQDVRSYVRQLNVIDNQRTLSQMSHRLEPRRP
#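 qHTS, titration series. 100 nM EPAC2 / 250 nM Rap1B-BODIPY-GDP / 50 uM GDP; RT; ex 480/em 540 nm, 5-min reads to 30 min. Norm. to 6.5 mM cAMP = activation.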
# EPAC2 antagonist = qHTS for Antagonist of cAMP-regulated guanine nucleotide exchange factor 2 (EPAC2): primary screen | EPAC2 GEF exchange of Rap1B-BODIPY-GDP, fluorescence | Potency, µM (top dose mostly 114 µM), for inactives: at the highest dose activity, negative = inhibition, usual class: inhibitors | 360,000 compounds, 0.18% hits; note: potency is the fitted concentration of half-maximal effect; % is set by controls: 0 for no effect and ±100 for the full control effect; nearly all actives have a fitted effect of over 45% in size; many of its hits are not listed in these tables
# A549 viability = Nrf2 qHTS screen for inhibitors: counterscreen for cytotoxicity. A549 ARE-Fluc cells, CellTiter-Fluor viability, 18-24 h. Potency, µM (titrated, usually from 46 µM), for the others: top-dose activity change, negative = cytotoxicity, actives largely listed as inhibitors. 390,000 compounds, 0.16% hits. AID 504648, 2011; note: potency is the fitted concentration of half-maximal effect; % is set by controls: 0 for no effect and ±100 for the full control effect
#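 A549 ARE_Fluc cells in 5% FBS OPTI-MEM were exposed to compounds in concentration-response for 18-24 h at 37 deg C. Viability was read by CellTiter-Fluor fluorescence (Ex 405/Em 525) after 30 min, before the luciferase read.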
# pAkt inh = HTS Assay for Inhibitors of Akt Phophorylation: Primary Screen; 360,000 compounds, 0.32% hits; AID 651550, 2012; activity change, % for hits at 50 µM; Neuro2A IGF-stimulated pAkt S473 HTRF, 20 min; active compounds read low; in the data active = activity change below about -80%; inconclusive = mostly about -51% to -80%; note: % is set by controls: 0 for no effect and ±100 for the full control effect
#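 Single-point screen (50 µM final compound) in Neuro2A cells stimulated 20 min with 6 nM IGF at 37 deg C. After lysis, Ser473-phosphorylated Akt read by HTRF (ex 330 nm, em 615/665 nm) as the 665/615 ratio.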
# Nrf2 activator = qHTS of Nrf2 Activators; AREc32 ARE-luciferase reporter (MCF7-derived line), luminescence, 24 h; AID 624171, 2012; 410,000 compounds, 0.31% hits; Potency, µM (doses to about 46.1 µM), inactives show top-dose activation, usual class: activators; note: potency is the fitted concentration of half-maximal effect; % of control where 0% means no effect; nearly all actives have a fitted effect of over 65% in size
#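 Reporter line AREc32 (ARE-Fluc), seeded overnight in OPTI-MEM with 5% FBS; compound pin-transferred, 24 hr at 37 deg C, 5% CO2; luminescent read-out.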
# CCT chaperon mod = High-Throughput Screening for Modulators of Cytosolic Chaperonin Activity; purified chaperonin ATPase assay, HTRF ADP detection, 30 min; activity change, % (test concentration not listed), hits read low; 360,000 compounds, 0.3% hits; in the data active = activity change below about -30%; note: % is set by controls: 0 for no effect and ±100 for the full control effect
#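 TRiC at 40 or 20 nM final (batch-dependent) in 30 mM Tris pH 7.4, 100 mM KCl, 5 mM MgCl2, 1 mM DTT, with compound at single 76 uM and 10 uM ATP, 30 min at 37 deg C. ADP detected by HTRF Transcreener, 665/615 ratio.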
# MmCpn inh = Inhibitors of TCP-1 ring complex (TRiC) of Methanococcus maripaludis (MmCpn): qHTS; Chaperonin Mm-Cpn (Methanococcus maripaludis); Potency, µM (top dose mostly 76.9 µM), for the others: top-dose activity, negative = inhibition, actives largely listed as inhibitors; purified Mm-Cpn ATPase, ADP Transcreener TR-FRET; 330,000 compounds, 0.031% hits; AID 504842, 2011; note: potency is the fitted concentration of half-maximal effect; % is set by controls: 0 for no effect and ±100 for the full control effect; nearly all actives have a fitted effect of over 80% in size
#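 ATP (10 uM final) was added to archaeal chaperonin (25 nM final) after 10 min exposure to test compound at 37°C; after 30 min further incubation, ADP was detected by competitive TR-FRET.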
# TGFb inhibitor = qHTS for Inhibitors of TGF-b; 410,000 compounds, 1.2% hits; HepG2 CAGA-GFP TGF-b/SMAD3 reporter, GFP fluorescence, 18 h; TGF-beta stimulated, 500 pg/mL final; Potency, µM (series often up to 46.1 µM), without a hit: at the top dose activity, negative = inhibition, usual class: inhibitors; note: potency is the fitted concentration of half-maximal effect; % is set by controls: 0 for no effect and ±100 for the full control effect; nearly all actives have a fitted effect of over 65% in size
#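 GFP signal (ex488/em500-530) from TGF-beta-stimulated HEPG2 CAGA-GFP cells, 500 pg/mL final, 18 h at 37 degrees C in DMEM plus 1% FBS, normalized to unstimulated and DMSO-stimulated controls.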
# Starred values were filed as active, the others as inactive; i = inactive; ? = inconclusive; / = no result given; & = joins results of further samples; [ ] = remark or other dose. Unless noted, calls come from the whole dose curve; as a rule, active = well fitted curve in the direction sought with a large enough effect; inconclusive = small, poorly fitted or top-dose-only effect, or another doubt; inactive = no such curve, though single readings can be large; an effect the other way counts as inactive or inconclusive.
compound	Nrf2 activator	MmCpn inh	EPAC2 antagonist	TGFb inhibitor	Nrf2 inh	EPAC2 ag	pAkt inh	A549 viability	CCT chaperon mod
C(=N\N=C\c1cccs1)/c1cccs1	?	-1.1%	-1.6%	-3.6%	?	-2.6%	i	-10.4%	2.6
COc1cccc(C2c3c(oc4ccc(F)cc4c3=O)C(=O)N2CCCN2CCOCC2)c1 (centres undefined)	3.1%	-0.7%	16.2%	4.7%	-6.1%	14.9%	i	-12.7%	-4.4
COc1ccc2oc(C(=O)OCC(=O)NC3CCCC3)c(C)c2c1	0.0%	1.3%	14.3%	0.6%	?	10.1%	i	6.4%	-0.1
COCCN(CCOC)C(=O)N1CCOCC1	-0.6%	-3.3%	-3.1%	-2.6%	2.6%	12.0%	i	0.1%	-9.6
S=c1[nH]nc(-c2ccco2)n1/N=C/c1ccc(Br)s1	?	1.2%	0.7%	50.7%[activator]	2.3%	10.3%	i	-9.3%	-2.8
CCOC(=O)C1CCCN(C(=O)c2cc(-c3ccco3)nc3ccccc23)C1 (centres undefined)	11.1%	-6.1%	11.9%	0.5%	13.9%	-3.0%	i	-1.0%	-2.1
CCCCc1ccc(NC(=O)COCC)cc1	2.1%	0.9%	14.5%	-1.0%	?	0.7%	i	1.5%	-0.1
COCCNc1nc2cc(-c3ccccc3C)sc2c(=O)n1C	7.0%	/	-22.3%	1.4%	/	9.3%	i	/	0.0
Cc1ccc(Cn2c(C(=O)O)c(CNCc3ccccc3Cl)c3ccc(C)cc32)cc1	0.1%	/	/	?	-2.7%	/	/	?	/
COCCCNC(=O)c1sc2ncnc(N3CCc4ccccc4C3)c2c1C	6.9%	-8.4%	-4.4%	22.4%	?	10.2%	i	2.5%	-3.1
O=C(Cc1cccs1)NNC(=S)NC(=O)c1ccco1	7.7%	0.5%	9.4%	-15.1%	-22.7%	6.2%	i	1.4%	0.2
O=C(Cn1ncc(N2CCCC2)c(Br)c1=O)c1ccc(Cl)cc1	7.1%	1.6%	-1.1%	?	?	-3.6%	i	-2.2%	-2.2
O=C(NNC(=O)C1CCN(C(=O)Nc2ccccc2)CC1)c1ccc(F)cc1	-0.7%	-0.3%	0.4%	16.8%	6.9%	2.6%	i	-6.3%	0.7
CN(C)S(=O)(=O)c1ccc(N2CCCC2)c(C(=O)Nc2nc(-c3cc(F)ccc3F)cs2)c1	-0.9%	-0.3%	0.0%	-3.9%	?	-3.2%	i	-2.3%	1.8
COc1ccccc1OCC(=O)Nc1ccccc1C(=O)N1CCCC1	-0.9%	-0.5%	6.2%	13.7%	8.4%	5.6%	i	1.8%	0.9
CCc1ccc(NC(=O)C(=O)NCC(c2cccnc2)N2CCN(Cc3ccccc3)CC2)cc1 (centres undefined)	-0.9%	/	/	2.6%	-8.8%	/	/	4.8%	/
CCOC=C1C(=O)N(C(C)=O)c2cc(OC)c(OC)cc21	3.4%	/	12.5%	3.6%	-1.3%	?	i	2.7%	-1.2
Cc1ccc(C(c2cc(Cl)c3cccnc3c2O)N2CCN(C)CC2)cc1 (centres undefined)	-0.5%	-0.1%	0.8%	?	?	-16.6%	i	0.7%	-1.4
CCOc1ccc(NC(=O)c2c[nH]n3c(=O)cc(C4CCN(C(=O)OC(C)(C)C)CC4)nc23)cc1	0.3%	-1.2%	?	?	?	-6.4%	i	?	-0.5
COC(=O)c1ccccc1NC(=S)NC(=O)CC(C)C	-0.5%	1.6%	7.4%	?	/	-2.9%	i	18.7%	3.0
CC(=O)c1ccc(N2CCc3ccccc3C2)c([N+](=O)[O-])c1	3.9%	4.9%	-16.1%	-3.7%	0.0%	13.2%	i	-2.2%	-0.5
CCc1nc2c(OCC3COc4ccccc4O3)cccn2c1N(C)C(=O)c1ccccc1F (centres undefined)	3.7%	/	-7.1%	-3.0%	/	9.2%	i	/	0.3
COc1ccc(C(C)=O)cc1OCc1ccccc1	?	/	-14.4%	3.2%	/	8.8%	i	/	2.1
COc1ccccc1CNC(=O)c1ccc(Br)o1	0.1%	-0.6%	-14.1%	-22.9%	-10.0%	11.1%	i	-4.1%	2.9
COc1ccc(Cn2cc(S(=O)(=O)c3ccc(C)cc3)c(=O)c3cc(F)ccc32)cc1	-0.2%	/	/	9.5%	-4.6%	/	/	8.2%	/
COc1cccc(N2CCN(C(=O)CN3C(=O)NC(C)(c4ccc5ccccc5c4)C3=O)CC2)c1 (centres undefined)	0.8%	-4.8%	-8.6%	-28.7%	?	13.6%	i	?	0.8
Cc1nc2scc(C)n2c(=O)c1S(=O)(=O)N1CCN(c2cccc(C(F)(F)F)c2)CC1	-0.4%&2.8%	1.2%	-13.4%	?	?	1.0%	i	-15.8%&1.6%	-1.3
CC(OC(=O)Cn1[nH]c(=O)c2ccccc2c1=O)C(=O)Nc1ccccc1[N+](=O)[O-] (centres undefined)	-0.7%	-2.2%	3.8%	?	-2.1%	5.5%	i	-8.9%	-0.6
CCN1C(=O)c2cccc3c(S(=O)(=O)Nc4ccccn4)ccc1c23	?	-2.0%	-2.5%	-7.1%	?	-1.0%	i	0.2%	-0.9
CC[C@@]12C(=O)N(c3cccc(Br)c3)C(=O)N1[C@H](c1ccc(F)cc1)[C@@H]1C(=O)N(C3CCCCC3)C(=O)[C@@H]12	0.2%	-0.5%	-6.3%	-26.2%	-13.7%	5.6%	i	-14.0%	1.9
COc1ccc(C(=O)/C=C/c2ccc(O)cc2)c2c1CC(O)C(C)(C)O2 (centres undefined)	10.2%	-1.8%	10.9%	-9.5%	-1.9%	-2.9%	i	6.3%	0.4
COc1ccc(CN2COc3ccc4c(oc(=O)c5ccccc54)c3C2)cc1OC	?	/	/	7.0%	6.7%	/	/	-5.5%	/
Cc1ccc(NC(=O)CSc2nc3c(c(=O)n(C)c(=O)n3C)n2C)cc1	-0.3%	1.8%	3.0%	3.6%	-28.8%	6.5%	i	-6.4%	1.0
COC(=O)CCC(=O)NC(=S)Nc1ccc(S(=O)(=O)Nc2cc(C)on2)cc1	-1.2%	-1.0%	5.7%	1.7%	-0.6%	9.0%	i	1.5%	2.8
C=C1C(=O)c2sccc2C(c2ccc(OC)c(OC)c2)C1COC(C)=O (centres undefined)	-3.9%	/	-13.0%	0.708µM*	?	9.4%	i	-19.1%	1.2
Cc1ccc(Nc2ncnc3nc[nH]c23)cc1Cl	4.1%	0.4%	-6.8%	-28.8%	?	9.5%	i	-6.7%	-5.4
CCCC(=O)N(CCc1ccc(OC)cc1)Cc1nc2ccccc2c(=O)[nH]1	-0.6%	1.1%	-2.2%	-5.5%	23.1µM*	15.0%	i	-8.3%	-3.4
COc1cc2c(=O)n(CC3CCCO3)c(=O)n(CC(=O)Nc3ccc(F)cc3F)c2cc1OC (centres undefined)	0.4%	0.8%	-3.9%	0.0%	-11.3%	-5.4%	i	6.5%	-0.4
Cc1occc1C(=O)NC1CCCc2ccccc21 (centres undefined)	0.0%	-4.6%	7.6%	?	/	-2.8%	/	-4.2%	0.6
COc1ccc(-c2[nH]ncc2CN2CCCN(C(=O)c3ccco3)CC2)cc1F	2.1%	1.3%	7.8%	2.6%	0.1%	6.3%	i	-1.8%	-1.3
COc1ccc(-c2c(C#N)c(SCC(=O)Nc3ccccc3)nc3c2CCCC3)cc1	0.4%	/	-3.6%	0.0%	?	6.9%	i	-24.6%	-0.8
CCN(C[C@H]1N[C@@](C)(C(=O)OC)[C@H]2C(=O)N(C)C(=O)[C@@H]12)C(=O)COC	-0.5%	0.9%	2.1%	-0.1%	-4.4%	5.4%	i	0.1%	-2.2

# Some of these compounds in order of SMILES length, lowest first.
compound	Nrf2 activator	MmCpn inh	EPAC2 antagonist	TGFb inhibitor	Nrf2 inh	EPAC2 ag	pAkt inh	A549 viability	CCT chaperon mod
Cc1ccc(Nc2ncnc3nc[nH]c23)cc1Cl	4.1%	0.4%	-6.8%	-28.8%	?	9.5%	i	-6.7%	-5.4
CCCC(=O)N(CCc1ccc(OC)cc1)Cc1nc2ccccc2c(=O)[nH]1	-0.6%	1.1%	-2.2%	-5.5%	23.1µM*	15.0%	i	-8.3%	-3.4
COc1ccc(C(=O)/C=C/c2ccc(O)cc2)c2c1CC(O)C(C)(C)O2 (centres undefined)	10.2%	-1.8%	10.9%	-9.5%	-1.9%	-2.9%	i	6.3%	0.4
COc1ccc(-c2c(C#N)c(SCC(=O)Nc3ccccc3)nc3c2CCCC3)cc1	0.4%	/	-3.6%	0.0%	?	6.9%	i	-24.6%	-0.8
COC(=O)CCC(=O)NC(=S)Nc1ccc(S(=O)(=O)Nc2cc(C)on2)cc1	-1.2%	-1.0%	5.7%	1.7%	-0.6%	9.0%	i	1.5%	2.8
CCN(C[C@H]1N[C@@](C)(C(=O)OC)[C@H]2C(=O)N(C)C(=O)[C@@H]12)C(=O)COC	-0.5%	0.9%	2.1%	-0.1%	-4.4%	5.4%	i	0.1%	-2.2

# An excerpt; the hit share may differ from the screen's.
